Screening data: PubChem, several laboratories
Bcl-B TR3 displacers – displacers of TR3 peptide from Bcl-B, primary screen, selectivity assay for Bfl-1 inhibitor project, biochemical, fluorescence polarization; actives 0.11% (n = 96,000); one-dose displacement, % at 20 µM; IC50 in µM for titrated hits; FP displacement of FITC-TR3 peptide from Bcl-B; higher % means a stronger effect; AID 748;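 active means displacement above 50% at 20 µM plus a fluorescence interference ratio under 1.5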;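 further: plate controls were wells without compound for no effect and wells lacking Bcl-B protein for full effect; a part of the inactive calls stands beside numbers as strong as those of hits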
IL1B NFkB pot – enhances IL-1B driven NFkB nuclear translocation. HUVEC IL-1B NFkB p65 nuclear translocation imaging. activation, % at 2 µM. actives 0.3% (n = 94,000). AID 819;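 active means activation above 40%, about the mean plus 3 SD, also judged a hit on visual image review; inconclusive means activation above 40% but not a hit on visual review; inactive means activation not above 40% and no visual hit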;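 further: percent activation is computed from the nuclear over cytoplasmic p65 intensity ratio; values of inactives mirror those of a sister screen read the other way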
MRP resist rev – reverses drug resistance mediated by MRP | H69AR cells + 2 uM doxorubicin, CellTiter-Glo, 72 h | differential viability (reversal), % at 10 µM | actives 0.04% (n = 85,000) | AID 602;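 active means viability drop by adding the cancer drug above about 55%, with treated viability meeting a 40% cutoff, limit read from the data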;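 further: viability without doxorubicin minus viability with 2 µM doxorubicin for each compound; larger differential means the compound sensitizes cells more to doxorubicin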
PLAP inhibitors HTS – inhibition of human placental alkaline phosphatase – biochemical, luminescence, HTS (AID 690) | actives 0.08% (n = 96,000) | one-dose inhibition, % at 20 µM; IC50 in µM for titrated hits | purified PLAP, luminescent substrate; higher % means a stronger effect; in the data active means a potency from the dose series; inactive means the rest, 99 in 100 with inhibition below about 30%; further: strong numbers were not always called active
NFkB transloc inh – blocks IL-1B driven NFkB nuclear translocation in HUVEC cells. actives 0.43% (n = 94,000). AID 796. inhibition, % at 2 µM. HUVEC IL-1B NFkB p65 nuclear translocation imaging;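 active means inhibition above about 30% together with a positive call from visual inspection of the well image, limit read from the data; inconclusive means inhibition above a set limit but visual check negative; inactive means inhibition not above a set limit, visual check negative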;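 further: nuclear over cytoplasmic p65 intensity ratio measured by imaging; 0% = IL-1B stimulated DMSO wells and 100% = unstimulated DMSO wells; values of inactives mirror those of a sister screen read the other way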
MRP resist rev cytotoxicity – further read-out of MRP resist rev, marked with its call; viability, %; H69AR cells, CellTiter-Glo, 72 h; measured here: cytotoxicity without doxorubicin
MRP resist rev with doxorubicin – also measured in MRP resist rev; calls as there; viability, %; measured here: viability with 2 uM doxorubicin; active compounds read low
NFkB transloc inh cell count 2 µM – also measured in NFkB transloc inh; calls as there; cell count; measured here: cells passing quality filter;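 raw number of nuclei counted in each imaged well without normalization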
IL1B NFkB pot cell count 2 µM – further read-out of IL1B NFkB pot, marked with its call; cell count; measured here: cells passing quality filter
Starred values were filed as active, the others as inactive; ? = inconclusive; · = no result given.

SMILES | Bcl-B TR3 displacers | IL1B NFkB pot | IL1B NFkB pot cell count 2 µM | MRP resist rev | MRP resist rev cytotoxicity | MRP resist rev with doxorubicin | PLAP inhibitors HTS | NFkB transloc inh | NFkB transloc inh cell count 2 µM
O=C(C1CCN(S(=O)(=O)c2ccc3ccccc3c2)CC1)N1CCN(c2ncccn2)CC1 | 0.8% | · | · | -10.3 | 74.0 | 84.4 | -67.0% | · | ·
CCn1c(C)c2c([n+]1CC)CC(C)(C)CC2=O | -7.7% | 13.6 | 210 | -6.4 | 95.3 | 101.8 | 4.4% | -13.6 | 210
c1cnc(Oc2ccc3oc4ccccc4c3c2)nc1 | 0.0% | -18.7 | 122 | · | · | · | -1.1% | 18.7 | 122
c1ccc(CCc2nn3c(Cn4cnc5ccccc54)nnc3s2)cc1 | 4.8% | 16.1 | 122 | 1.8 | 66.8 | 65.0 | 8.7% | -16.1 | 122
CCOC(=O)CN1C(=O)C(Sc2n[nH]c(-c3ccc(C)cc3)n2)CCc2ccccc21 (configuration not stated) | -3.6% | · | · | · | · | · | -3.1% | · | ·
COc1ccc(NC(=O)Cc2cccs2)c(OC)c1 | -9.0% | · | · | -13.1 | 81.7 | 94.8 | 9.5% | · | ·
C=CCN=C1CC(C)(C)CC(=O)/C1=C(/O)CCC(=O)OC | 5.2% | · | · | 7.5 | 84.6 | 77.1 | 19.9% | · | ·
CCCc1cc(C(=O)NCc2ccco2)no1 | 16.6% | 2.5 | 54 | -1.2 | 88.6 | 89.9 | 9.7% | -2.5 | 54
O=C(CCn1c(=O)oc2ccccc21)NCc1cccs1 | · | 0.9 | 90 | 9.8 | 93.5 | 83.7 | · | -0.9 | 90
FC(F)(F)c1cc(NCc2cccs2)n2ncnc2n1 | 37.1% | -7.1 | 110 | · | · | · | -77.9% | 7.1 | 110
Cc1ccc(NC(=O)CSc2nnc(-c3ccccc3Br)o2)cc1C | 11.0% | 39.8 | 140 | -12.7 | 77.0 | 89.7 | 11.8% | -39.8 | 140
COc1ccc2[nH]cc(C(=O)CNc3nc(C)cs3)c2c1 | 5.5% | 0.5 | 157 | · | · | · | 4.9% | -0.5 | 157
Cc1cc(NC(=O)c2ccc(N(C)S(=O)(=O)c3ccccc3)cc2)no1 | -4.2% | 3.8 | 96 | 7.8 | 87.2 | 79.4 | -4.0% | -3.8 | 96
CC(C)CC(c1nnnn1Cc1ccco1)N1CCN(c2cccc(Cl)c2)CC1 (configuration not stated) | 15.3% | -4.8 | 174 | 4.7 | 80.8 | 76.2 | -12.4% | 4.8 | 174
COc1cc(S(=O)(=O)N(Cc2ccccn2)Cc2ccco2)ccc1-n1cnnn1 | · | 7.2 | 76 | -0.2 | 71.8 | 71.9 | · | -7.2 | 76
Cc1cc(C)c2c(c1)/C(=C/C(=O)c1ccc(Br)s1)C(=O)N2 | -6.2% | ? | · | 0.5 | 1.8 | 1.3 | 18.0% | -40.1 | 76
Cc1cc(C)cc(NC(=O)CSc2nnc(-c3ccccc3C)o2)c1 | 4.0% | -5.4 | 105 | 19.1 | 102.1 | 83.0 | -12.6% | 5.4 | 105
COC(=O)[C@H](CCSC)NC(=O)Nc1ccc(C)cc1C | -14.4% | -8.3 | 205 | · | · | · | -173.6% | 8.3 | 205
CC(C)=C1C2C=CC1C(C(=O)Nc1cc(C)ccc1C)C2C(=O)O (configuration not stated) | -13.4% | · | · | 13.8 | 94.0 | 80.2 | 3.8% | · | ·
Cc1cccc(-c2noc(C3CCCCC3)n2)c1 | -4.8% | 25.1 | 126 | 10.1 | 101.3 | 91.2 | -22.5% | -25.1 | 126
C=CCCCOc1ccc(C(=O)O)cc1 | -6.2% | 1.8 | 132 | 2.5 | 104.0 | 101.4 | -16.0% | -1.8 | 132
CNc1nc(-c2ccccn2)nnc1-c1ccccc1 | 1.0% | 5.4 | 195 | -12.6 | 67.6 | 80.2 | -36.9% | -5.4 | 195
CNC(=O)c1ccc(-c2sc3nc(N4CCOCC4)c4c(c3c2N)CCCC4)o1 | 3.6% | -4.6 | 126 | -6.4 | 20.5 | 26.9 | -11.7% | 4.6 | 126
CCCCC(=O)Nc1nc(C)c(-c2csc(Nc3ccc(Cl)cc3)n2)s1 | -1.6% | -0.7 | 121 | · | · | · | -4.4% | 0.7 | 121
CCOC(=O)C(=CNc1cc(C)nn1C(C)(C)C)C(=O)OCC | -0.2% | · | · | · | · | · | -40.3% | · | ·
CN(C)c1nc(Cl)cc(N2CCOCC2)n1 | -1.9% | 20.4 | 224 | · | · | · | 7.7% | -20.4 | 224
COC(=O)C(C)n1cnc2c(nnn2-c2ccc(OC)cc2)c1=O (configuration not stated) | 8.9% | -2.5 | 139 | 20.5 | 102.9 | 82.4 | 5.4% | 2.5 | 139
COc1ccccc1OCCCCOc1ccccc1F | 9.0% | 7.5 | 125 | · | · | · | 2.4% | -7.5 | 125
CC(=O)c1c(N2CCN(C(=O)c3ccco3)CC2)nc(=S)n(-c2ccccc2)c1C | -4.2% | -1.6 | 93 | 11.1 | 98.8 | 87.7 | 5.6% | 1.6 | 93
COc1ccc(CSc2n[nH]c(C)n2)cc1Br | -7.6% | -5.6 | 116 | · | · | · | -26.5% | 5.6 | 116
O=C(COc1ccc(Br)cc1)N1CCN(c2ccccc2)CC1 | 60.6% | 15.0 | 203 | 9.8 | 101.4 | 91.7 | 8.7% | -15.0 | 203
CCOc1ccccc1N1C(=O)c2ccc(C(=O)O)cc2C1=O | -6.2% | 1.4 | 190 | 1.1 | 102.8 | 101.7 | 10.1% | -1.4 | 190
CC(=O)N1CCN(Cc2cc(=O)n3cc(Cl)c(C)c(Cl)c3n2)CC1 | 7.1% | · | · | 1.8 | 89.8 | 88.0 | -47.5% | · | ·
COc1ccc(Cn2nnc3c(=O)[nH]c(C4CCN(C(=O)c5ccccc5Cl)CC4)nc32)cc1 | -5.2% | 1.8 | 71 | · | · | · | -14.8% | -1.8 | 71
CCOC(=O)CSC1=C(C#N)C(c2ccc(C)cc2)C(C(=O)OC)C(=O)N1 (configuration not stated) | -3.4% | 8.6 | 57 | -9.3 | 73.8 | 83.1 | -15.1% | -8.6 | 57
CCCNC(=O)c1cc2c3ccccc3n(C)c2s1 | 0.0% | · | · | · | · | · | 24.8% | · | ·
O=C(c1cc(-c2ccccc2)on1)N1CCN(C(=O)c2ccco2)CC1 | -8.4% | -1.4 | 165 | 25.9 | 108.5 | 82.7 | 7.7% | 1.4 | 165
CC1(C)CC(=O)C2=C(C1)N(Cc1ccccc1)C(=O)C2(O)C(F)(F)F (configuration not stated) | -3.1% | -3.9 | 133 | 6.4 | 91.3 | 84.9 | -8.0% | 3.9 | 133
Cc1csc2c(C#N)c(=O)c3c(n12)CCC3 | 5.1% | -8.6 | 96 | 2.1 | 84.3 | 82.3 | -2.2% | 8.6 | 96
Cc1cc(C)c2c(N)c(S(=O)(=O)c3ccccc3)sc2n1 | -14.7% | 13.3 | 151 | -37.6 | 53.4 | 91.0 | -8.5% | -13.3 | 151
CCOC(=O)c1ccc(N2C(=O)CC(SCC(N)C(=O)OCC)C2=O)cc1 (configuration not stated) | 0.7% | · | · | -5.5 | 94.1 | 99.6 | -13.0% | · | ·
CC(=O)c1ccc(NC(=O)C2CC(=O)N(Cc3ccccc3)C2)cc1 (configuration not stated) | -4.2% | 4.9 | 70 | 28.8 | 111.5 | 82.7 | 0.1% | -4.9 | 70
Cc1nc(N)sc1-c1csc(N(C)c2ccc(O)cc2)n1 | -2.9% | · | · | -2.8 | 63.0 | 65.8 | -6.7% | · | ·
CCOCCOC(=O)COc1ccc(N2C(=O)c3ccccc3C2=O)cc1 | 1.5% | · | · | -13.8 | 88.2 | 102.0 | 3.9% | · | ·
COc1ccc(/C=C2\CCCC(C(=O)C(F)(F)F)=C2O)cc1 | 60.8% | 7.7 | 77 | -12.4 | 79.7 | 92.2 | -35.0% | -7.7 | 77
O=S(=O)(NCc1csc(-c2cccnc2)n1)c1cccs1 | 7.0% | · | · | -3.0 | 101.6 | 104.5 | 2.8% | · | ·
O=S(=O)(c1ccc(S(=O)(=O)N2CCCC3(CCCCC3)C2)cc1)N1CCCCC1 | 5.7% | 9.5 | 103 | -20.8 | 34.6 | 55.3 | 3.1% | -9.5 | 103
Cc1cc(C)cc(-c2nnc(SCC(=O)c3ccc4c(c3)OCCO4)o2)c1 | · | 13.0 | 127 | -21.6 | 83.0 | 104.7 | · | -13.0 | 127
CC1CN(Cc2nc3c(c(=O)[nH]c(=O)n3C)n2CC(N)=O)CC(C)O1 (configuration not stated) | 9.7% | 35.0 | 57 | 5.5 | 97.7 | 92.2 | -4.6% | -35.0 | 57
O=C(CNC(=O)c1ccccc1F)OC(C(=O)Nc1cc(C(F)(F)F)ccc1Cl)c1ccccc1 (configuration not stated) | -2.0% | 29.8 | 125 | · | · | · | 2.7% | -29.8 | 125
COc1ccccc1NC1=NCC(=O)N1Cc1ccccc1 | -0.5% | 21.9 | 119 | · | · | · | 13.8% | -21.9 | 119
Cc1cnc(C(=O)N2CCN(S(=O)(=O)c3ccc4ccccc4c3)CC2)cn1 | 15.4% | -3.1 | 111 | -7.0 | 78.6 | 85.6 | -28.6% | 3.1 | 111
Cc1ccc(C(=O)COC(=O)c2ccccc2N2C(=O)C3C4CCC(C4)C3C2=O)cc1C (configuration not stated) | 2.8% | 4.5 | 79 | · | · | · | 16.5% | -4.5 | 79
O=C(NNc1cccc(Cl)n1)Nc1cccc(Cl)c1 | 0.4% | -5.2 | 157 | · | · | · | 20.0% | 5.2 | 157
COc1cc(Br)cc(/C=N/c2ncn[nH]2)c1O | 0.0% | 4.0 | 188 | -11.8 | 102.5 | 114.2 | 5.3% | -4.0 | 188
Cn1cc(C(=O)N/N=C/C(Br)=C\c2ccccc2)ccc1=O | -0.4% | 10.2 | 107 | · | · | · | 9.4% | -10.2 | 107
c1ccc(CN2CCC(Nc3nc(-c4ccccc4)nc4ccccc34)CC2)cc1 | -93.4% | -2.1 | 128 | -11.8 | 2.1 | 14.0 | -53.4% | 2.1 | 128
Cc1ccccc1N1CCN(C(=O)CCN2C(=O)c3ccccc3C2=O)CC1 | -0.4% | 8.3 | 164 | · | · | · | -30.5% | -8.3 | 164
Nc1nonc1-c1noc(N2CCOCC2)n1 | · | 21.0 | 161 | -15.4 | 77.6 | 93.0 | · | -21.0 | 161
Cc1cccn2c(/C=N/OCc3ccc(F)cc3)c(-c3ccc(Cl)cc3)nc12 | -13.4% | 3.5 | 140 | · | · | · | 6.8% | -3.5 | 140

More structures
SMILES | Bcl-B TR3 displacers | IL1B NFkB pot | IL1B NFkB pot cell count 2 µM | MRP resist rev | MRP resist rev cytotoxicity | MRP resist rev with doxorubicin | PLAP inhibitors HTS | NFkB transloc inh | NFkB transloc inh cell count 2 µM
Cc1ccc(/C=N/c2sc3c(c2C#N)CCC3)s1 | -0.7% | 4.5 | 127 | 6.5 | 87.9 | 81.4 | 10.6% | -4.5 | 127
O=C1OC(C(=O)O)Cc2ccccc21 (configuration not stated) | · | 9.3 | 122 | -15.8 | 85.6 | 101.3 | · | -9.3 | 122
CCOC(=O)Cc1csc(SC(C)C(=O)Nc2ccc(NC(C)=O)cc2)n1 (configuration not stated) | -0.8% | 2.4 | 98 | 9.7 | 98.5 | 88.8 | -21.8% | -2.4 | 98
COc1ccc(C(=O)NCCCN2CCOCC2)cc1OC | 10.7% | -3.7 | 189 | 0.1 | 86.0 | 85.9 | -6.9% | 3.7 | 189

Three entries already listed, ordered by the value under IL1B NFkB pot cell count 2 µM, highest first:
canonical_smiles | Bcl-B TR3 displacers | IL1B NFkB pot | IL1B NFkB pot cell count 2 µM | PLAP inhibitors HTS
CNC(=O)c1ccc(-c2sc3nc(N4CCOCC4)c4c(c3c2N)CCCC4)o1 | 3.6% | -4.6 | 126 | -11.7%
COc1ccccc1OCCCCOc1ccccc1F | 9.0% | 7.5 | 125 | 2.4%
O=S(=O)(c1ccc(S(=O)(=O)N2CCCC3(CCCCC3)C2)cc1)N1CCCCC1 | 5.7% | 9.5 | 103 | 3.1%

Not all compounds are listed; rates above refer to the full screens.
